Assay outcomes (PubChem)
CRFR2-BP antag – antagonists of CRF-BP/CRF-R2 complex, primary screen, cell-based, HEK293, calcium dye fluorescence, uHTS; CRF-induced calcium fluorescence; inhibition, % at 11.8 µM; hit rate 0.59% among 350,000; AID 588475, 2011;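 active = inhibition of the ligand-induced calcium signal above about 50% at the single tested concentration, limit read from the data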
CHRM4 PAM – human M4 muscarinic receptor positive allosteric modulators, primary screen, CHO-K1 cells, Fluo-8 calcium fluorescence. hit rate 0.4% among 360,000. CHO-K1 hM4/Gqi5, ACh EC20; 0% = ACh EC20, 100% = maximal ACh. activation, % at 3 µM. Muscarinic acetylcholine receptor M4 (Homo sapiens), P08173;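 active = activation above its plate's cutoff, the mean activation of sample wells plus 3 SD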; note: some results filed as inactive read as strong as hits
Target sequence (P08173 whole entry, looked up): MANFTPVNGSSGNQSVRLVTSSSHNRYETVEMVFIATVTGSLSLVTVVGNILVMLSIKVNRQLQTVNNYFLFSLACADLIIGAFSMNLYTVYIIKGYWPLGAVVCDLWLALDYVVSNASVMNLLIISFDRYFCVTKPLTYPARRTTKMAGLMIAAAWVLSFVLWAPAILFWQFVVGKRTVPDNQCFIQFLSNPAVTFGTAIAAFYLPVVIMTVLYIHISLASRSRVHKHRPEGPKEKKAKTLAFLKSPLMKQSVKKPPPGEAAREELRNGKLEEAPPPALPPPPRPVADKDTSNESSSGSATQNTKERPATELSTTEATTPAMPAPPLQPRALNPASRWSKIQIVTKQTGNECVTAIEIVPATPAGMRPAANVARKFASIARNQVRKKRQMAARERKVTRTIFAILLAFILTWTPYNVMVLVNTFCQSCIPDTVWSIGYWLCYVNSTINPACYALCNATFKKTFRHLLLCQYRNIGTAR
PHOSPHO1 block – PubChem AID 1565; recombinant PHOSPHO1, absorbance phosphatase assay; inhibition, % at 13.3 µM; hit rate 1.1% among 290,000; in the data active = inhibition above about 60%
Target sequence (Q8TCT1 whole entry, looked up): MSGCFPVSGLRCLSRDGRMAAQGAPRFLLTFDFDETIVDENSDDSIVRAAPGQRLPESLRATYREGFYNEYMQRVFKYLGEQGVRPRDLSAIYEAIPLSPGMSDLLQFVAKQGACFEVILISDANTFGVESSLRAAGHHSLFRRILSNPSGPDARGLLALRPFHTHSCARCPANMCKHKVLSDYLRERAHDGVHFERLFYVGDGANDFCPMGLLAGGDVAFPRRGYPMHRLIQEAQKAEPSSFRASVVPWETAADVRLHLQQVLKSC
IDE act – human IDE activators in live cells, primary screen, fluorescence polarization, HEK cells, FAbeta-B substrate. hit rate 0.073% among 340,000. AID 493087, 2011. activation, % at 5.96 µM. Insulin-degrading enzyme (Homo sapiens), P14735. FAbeta-B cleavage; 0% vehicle, 100% cell-free pure enzyme wells;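 active = activation above the mean of all tested compounds plus 3 SD, set per screening campaign, cut at about 17% in these data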
MEKK3 PB1 HTS – modulators of MEKK3-MEK5 PB1 binding, primary screen, biochemical, wildtype MEKK3, multiplex bead flow cytometry, Alexa488-MEK5; Mitogen-activated protein kinase kinase kinase 3 (Homo sapiens), Q99759; bead-based flow cytometry, Alexa488-MEK5 binding to MEKK3; actives lie on both sides; 0 = blocked by unlabeled MEK5, 100 = vehicle; binding response (% of control), % at 10 µM; hit rate 1.4% among 290,000;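 active = binding response more than 3 SD above or below the average of its plate-row segment, actives on both sides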;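 note: Alexa488 bead fluorescence after subtracting the streptavidin-only scavenger bead signal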
pCIP destab – p/CIP-EGFP fusion destabilizers, primary screen, fluorescence, F442A cells; 16 h; hit rate 0.01% among 290,000; Q05BA5; decrease of EGFP signal, % at 10 µM;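 active = EGFP signal decrease of at least 30% at 10 µM or well 3 SD below plate mean, unless failing retest; inactive = the rest, including hits failing retest or dose response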; note: some compounds called inactive have numbers as strong as hits; many of its hits are not listed in these tables
GalR3 antagonist – GalR3 antagonists in HEK293 cells, primary screen, cell-based, fluorescence readout; Galanin receptor type 3 (Homo sapiens), O60755; hit rate 0.44% among 360,000; HEK293 GalR3-CNG cAMP membrane potential fluorescence; galR3 body fused to GalR1 C-terminus; AID 651719, 2012; inhibition, % at 3 µM;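 active = inhibition above the screen-wide average plus 3 SD, cut at about 13% in these data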;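 note: forskolin and galanin both at EC90 stimulate the cells; cAMP rise reported by CNG channel membrane potential dye signal; 0% = forskolin plus galanin with DMSO and 100% = forskolin alone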
Target sequence (O60755 1-299 limits assumed): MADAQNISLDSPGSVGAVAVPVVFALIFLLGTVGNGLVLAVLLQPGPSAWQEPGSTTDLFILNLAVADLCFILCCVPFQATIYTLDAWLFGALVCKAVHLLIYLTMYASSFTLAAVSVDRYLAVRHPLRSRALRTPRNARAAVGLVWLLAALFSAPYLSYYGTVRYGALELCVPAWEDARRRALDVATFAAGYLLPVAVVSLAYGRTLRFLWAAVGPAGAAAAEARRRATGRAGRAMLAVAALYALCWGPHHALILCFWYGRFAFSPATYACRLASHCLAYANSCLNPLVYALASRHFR
CRFR2-BP ag – agonists of CRF-BP/CRF-R2 complex, primary screen, cell-based, HEK293, calcium dye fluorescence, uHTS. calcium dye fluorescence (FLIPR); percent of saturating CRF peptide response. hit rate 0.46% among 350,000. activation, % at 13.2 µM;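 active = activation of at least 50%, plus an integration ratio under a set limit after plate pattern correction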;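 note: plate controls were neutral control wells without compound for no effect and CRF at EC100 for full effect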
IDE inh – human IDE inhibitors in live cells, primary screen, fluorescence polarization, HEK cells, FAbetaB substrate; Insulin-degrading enzyme (Homo sapiens), P14735; FAbetaB cleavage; inhibition, % at 5.59 µM; hit rate 0.41% among 320,000;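 active = percent inhibition above the average of all tested compounds plus 3 SD, set per screening campaign, cut at about 16% in these data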;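 note: IDE supplied by intact live HEK cells; FP after avidin binding of uncleaved biotin substrate so inhibition keeps polarization high; 0% = DMSO wells and 100% = 60 µM reference IDE inhibitor Ii1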
Starred values were filed as active, the others as inactive; . = not tested or not shown; & = joins results of further samples; [ ] = dose if it differs, or a comment.

IDE act,pCIP destab,CHRM4 PAM,PHOSPHO1 block,CRFR2-BP ag,GalR3 antagonist,MEKK3 PB1 HTS,CRFR2-BP antag,IDE inh,SMILES
4,-2,8,20,0.3,-4,107,2,11,COC(=O)CSc1cc(C(=O)c2nccn2C)c2ccccc2n1
6,-5,5,9,-0.9,-4,.,-20,3,CC(=O)Nc1cccc(OCC(=O)Nc2ccc(F)cc2)c1
5,-4,-14,11,-0.1,-6,99,75*,2,CN(C)c1ccc(NC2=C(Cl)C(=O)c3ccccc3C2=O)cc1
-9,-10,0,19,-1.6,-3,107,8,7,CCOC(=O)C1=C(C)NC(c2cccs2)C(=O)N1 (centres undefined)
3,-7,0,13,1.1,-3,104,-12,5,COc1ccc(OC)c(-c2nc(C(=O)NC3CCN(Cc4ccccc4)CC3)cc3c2[nH]c2ccccc23)c1
0,2,1,6,0.6,-5,101,4,3,CC1(C)Cc2nc(Cl)c(C#N)cc2CO1
6,-5,-6,23,0.3,-1,101,7,-9,CCOc1ccc(CN2CCNC(=O)C2CC(=O)NC2CCOCC2)cc1 (centres undefined)
0,9,4,16,-3.2,-7,105,-2,3,Cc1cc(C)c(C#N)c(N2CCN(c3ccccc3)CC2)n1
0,.,-5,.,-0.6,-4,.,-7,8,Cc1ccc(C2(c3ccccc3)NC(=O)N(CC(=O)NCc3ccccc3)C2=O)cc1C (centres undefined)
5,-5,-2,.,-1.3,-5,102,-12,-1,COc1ccc(NC(=O)c2cc3ccccc3o2)cc1OC
3,2,-8,-13,-2.8,-1,102,9,-1,CCCc1c(C)c2cccc(C)c2[nH]c1=O
-2,2,-5,32,0.6,-8,103,-10,3,COC(=O)c1ccccc1C(=O)N(Cc1cccnc1)CC1CCCN(C2CCCCC2)C1 (centres undefined)
5,3,8,9,-1.7,-11,109,-4,11,O=C(CCN1C(=O)C2C3C=CC(C4CC34)C2C1=O)Oc1cccc2cccnc12 (centres undefined)
4,-5,4,-4,0.6,0,112,26,-1,O=P(O)(O)C(O)C(F)(F)C(F)(F)C(F)(F)C(F)F (centres undefined)
2,.,3,.,1.5,-5,.,2,.,COc1ccccc1C=NNc1ccc([N+](=O)[O-])cn1
-2,-4,-4,30,-0.5,3,104,-11,-2,COc1ccc(NC(=O)COC(=O)Cn2cnc3ccccc3c2=O)cc1OC
3,-3,0,26,1.4,-8,102,1,-2,Cc1sc(NC(=O)Cn2cnnn2)nc1-c1ccc(Cl)cc1
-4,.,3,.,-2.3,-4,.,-3,-2,C[C@H](NC(=O)c1ccc(Cl)c(S(=O)(=O)N2CCOCC2)c1)c1nc2ccccc2[nH]1
2,-9,-3,-5,-0.9,.,.,18,-1,CCC(=O)N1CCCc2cc(S(=O)(=O)N3CCN(c4ccccc4F)CC3)ccc21
0,-13,13,-34,1.1,8,90,-6,-2,COC(=O)c1scc(C)c1-n1ccc(C(=O)C(=O)N(C)C)c1
-1,-18,5,.,-1.1,-12,103,11,-7,Cc1cc(=O)[nH]c(SCc2ccc(Cl)cc2Cl)n1
2,-5,-3,29,-5.2,-6,105,6,-3,O=C(CCl)NC(Cc1c[nH]c2ccc(OCc3ccccc3)cc12)C(=O)O (centres undefined)
3,.,2,.,2.5,-7,.,2,2,Cc1noc(C)c1NC(=O)Nc1ccc2c(c1)CC(=O)N([C@@H](C)CO)C[C@@H](C)[C@@H](CN(C)C(=O)Nc1cccc3ccccc13)O2
.,.,2,.,-0.6,-4,.,-6,.,CCCCCCN1C[C@H](O)[C@@H](n2cc(-c3ccc(F)cc3)nn2)C[C@@H]1c1ccc(C)cc1
-1,-2,-4,15,-2.0,-3,102,-5,2,O=C(Nc1ncc(Cc2ccccc2)s1)C1=NCCN1
3,-3,1,27,-1.0,.,94,4,1,Cc1cc(OCC(=O)NC2CC2)c2c(C)cc(=O)oc2c1
4,-5,-3,2,-0.9,-5,103,0,-1,CCOC(=O)C1(Cc2cccc(F)c2)CCN(Cc2c(C)nn(CC)c2C)CC1
4,-22,-2,-3,-0.9,7,8.0*[inhibitor],-10,-4,O=c1cc(O)c2sc3nc(-c4ccccc4)cc(C(F)(F)F)c3c2[nH]1
-1,-7,11,3,-1.3,-3,110,-3,8,Cc1onc(-c2c(Cl)cccc2Cl)c1C(=O)N1C=CC(C(F)(F)F)=NCC1
4,3,2,17,-1.2,-4,103,-8,-2,CCOc1ccccc1C1N(c2ccc(F)cc2)C(=O)C2CCCN21 (centres undefined)
2,.,-4,.,-0.8,-6,.,4,0,CC(C)CCNC(=O)c1ccccc1SCC(=O)NC1CCCCCCC1
1,-11,-3,-52,-0.5,6,115,-3,-3,CC1=C(C(=O)OCCOC(C)C)C(c2cc3c(cc2Br)OCO3)CC(=O)N1 (centres undefined)
5,-3,8,-6,1.6,-7,86,-27,3,COCCOC(=O)C1=C(C)NC2=C(C(=O)CCC2)C1c1cc2c(cc1Br)OCO2 (centres undefined)
5,3,2,-12,0.2,-4,102,-20,1,C=CCOc1ccccc1CNCc1cccnc1
3,-10,4,-24,0.8,-4,99,44,0,COc1cccc(NC(=O)Nc2cc(NC(=O)Nc3cccc(OC)c3)c(C)nc2C)c1
6,-8,-1,28,0.0,-9,109,-5,1,Brc1ccc(NC(c2ccccc2)c2ccncc2)cc1 (centres undefined)
6,-9,-1,21,1.4,.,109,-14,1,O=C(Nc1ccc(Cl)c(Cl)c1)c1ccc(Cn2c(=O)[nH]c3ccsc3c2=O)cc1
2,-30,-4,48,0.5,-4,100,4,0,COc1ccc(-n2cc(-c3ccc(OC(F)F)cc3)[n+]3c2CCCCC3)cc1
.,.,4,.,0.0,-3,.,-9,.,COc1ccc(NC(=O)C[C@H]2C(=O)N(c3ccccc3)C[C@@H]2CSC)cc1
3,8,-5,45,0.6,-2,94,-7,1,O=C(CNC1CCCCC1)Nc1ccc([N+](=O)[O-])cc1C(=O)Nc1ccccc1F
0,4,2,12,-1.7,1,105,9,-2,CCOC(=O)C1=C(C)NC(=O)NC1c1ccc(OC(=O)c2ccco2)cc1 (centres undefined)
4,-4,-4,28,2.8,-6,99,-1,-2,Cc1ccc(C)c(S(=O)(=O)N2CCN(C(=O)c3cc(S(=O)(=O)NCc4ccccc4)ccc3C)CC2)c1
7,4,2,29,-0.8,1,92,-9,.,CC1=C(C(=O)Nc2cccc(C)n2)C(c2ccc3c(c2)OCO3)C2=C(CC(c3ccco3)CC2=O)N1 (centres undefined)
5,-7,5,32,-2.7,-5,88,13,2,Cc1ccccc1Cn1ccc(NC(=O)c2nn3cccnc3c2Cl)n1
3,-8,4,25,0.3,-5,93,3,1,Cc1ccc2c(n1)sc1c(-c3ccccc3)c(C#N)c(N)nc12
5,-12,5,28,-0.9,.,.,-9,1,COc1ccc(C2=NOC(C(=O)NCc3ccccc3)C2)cc1 (centres undefined)
-2,.,0&-9,.,-1.9,-6,.,-3,3,O=C1C(Cc2ccccc2)Nc2ncnc(N3CCOCC3)c2N1Cc1ccc(Br)cc1 (centres undefined)
0,-13,1,5,1.2,-3,103,1,8,O=C(NCc1ccccc1)C(=O)NCC1OCCCN1S(=O)(=O)c1cccs1 (centres undefined)
1,.,4,.,-2.0,-8,.,-19,10,O=C(CN1C(=O)NC2(CCCc3ccccc32)C1=O)c1ccccc1F (centres undefined)
2,7,4,-37,0.2,-4,104,-4,-3,CC1=NN(C(=O)CSCc2ccccc2)C(O)(c2ccc(Cl)cc2)C1 (centres undefined)

The list continues.
IDE act,pCIP destab,CHRM4 PAM,PHOSPHO1 block,CRFR2-BP ag,GalR3 antagonist,MEKK3 PB1 HTS,CRFR2-BP antag,IDE inh,SMILES
-4,3,8,19,1.7,-5,108,5,-8,CCN(Cc1ccccc1)S(=O)(=O)c1ccc(S(=O)(=O)N(Cc2ccccn2)Cc2ccco2)cc1
-4,-4,-2,2,-2.1,-2,104,9,-2,COC(=O)C1=C(C)NC2=C(C(=O)C(C(=O)OC)C(c3ccc(OC)cc3)C2)C1c1ccccn1 (centres undefined)
8,-1,15,20,0.7,-7,100,-22,-1,CCNc1nc(N)c(C(=O)C23CC4CC(CC(C4)C2)C3)s1
2,11,-8,1,-1.8,-2,101,-2,8,Cc1cccc(N2CCN(C(=O)c3cccc(N4CCCC4=O)c3)C(C)C2)c1 (centres undefined)
4,1,4,40,-0.8,5,73,1,2,CCN(CC)S(=O)(=O)c1ccc(=O)[nH]c1
1,-15,-8,-32,-2.1,3,100,-12,1,CC(=O)NC1CC2CCCC(C1)N2CC(=O)N1CCCc2ccccc21 (centres undefined)
3,.,4,.,0.2,2,.,-3,-1,CCc1ccc2c(c1)C(=O)C[C@]1(CCC[C@H](C)C1)O2
-5,9,-19,2,1.1,0,103,-1,3,Cc1ccccc1-n1cc(CNCc2c(C(=O)N(C)C)nc3ccc(Cl)cn23)cn1
5,-2,-5,17,0.4,-3,101,12,3,c1ccc(C2=Nc3ccccc3OC2)cc1
1,-4,-9,-4,0.3,-5,110,4,2,Cc1onc(-c2c(F)cccc2Cl)c1C(=O)OCC(=O)NC(c1ccccc1)c1ccccc1
8,-20,1,38,0.6,-3,98,-13,1,CN(C)S(=O)(=O)c1ccc2c(c1)nc(CCC(=O)Nc1ccc(N3CCOCC3)cc1)n2C
2,-2,3,27,1.0,-3,89,-2,-3,CCNc1nc(NCC)nc(N(C#N)C(C)C)n1
2,4,5,24,-1.3,-1,100,16,2,O=C(O)c1cc(-c2cccs2)nn1-c1cccc(Cl)c1
-1,.,-4,.,56*,-7,.,10,1,Cc1cccc(CCN2CCN=C2Nc2ccccc2)c1
0,4,0,20,-0.6,7,53*[inhibitor],9,-2,O=C(NC(Nc1ccc(F)cc1)(C(F)(F)F)C(F)(F)F)c1cccnc1
0,10,-8,-3,3.4,-10,103,-20,2,CC(=O)N1CCN(C(=O)CSc2nnc(C)n2-c2ccccc2)CC1
0,-1,8,-25,-1.8,6,93,0,5,Cc1ccc(S(=O)(=O)Nc2nc3ccc(S(C)(=O)=O)cc3s2)cc1
1,2,-6,30,2.5,-3,96,-17,3,N#Cc1c(Oc2ccc3ccccc3c2)sc(C(=O)c2ccccc2)c1N
-4,8,1,28,0.1,-6,101,-16,2,CCOC(=O)C1=C(C)C(c2ccc(OC)cc2)NC(=O)N1 (centres undefined)

Sorted by the number under CRFR2-BP ag (largest number first): some entries from above.
IDE act,pCIP destab,CHRM4 PAM,PHOSPHO1 block,CRFR2-BP ag,GalR3 antagonist,MEKK3 PB1 HTS,CRFR2-BP antag,IDE inh,SMILES
0,10,-8,-3,3.4,-10,103,-20,2,CC(=O)N1CCN(C(=O)CSc2nnc(C)n2-c2ccccc2)CC1
1,2,-6,30,2.5,-3,96,-17,3,N#Cc1c(Oc2ccc3ccccc3c2)sc(C(=O)c2ccccc2)c1N
1,-4,-9,-4,0.3,-5,110,4,2,Cc1onc(-c2c(F)cccc2Cl)c1C(=O)OCC(=O)NC(c1ccccc1)c1ccccc1
-4,8,1,28,0.1,-6,101,-16,2,CCOC(=O)C1=C(C)C(c2ccc(OC)cc2)NC(=O)N1 (centres undefined)
2,4,5,24,-1.3,-1,100,16,2,O=C(O)c1cc(-c2cccs2)nn1-c1cccc(Cl)c1
